Screening data: PubChem BioAssay, Johns Hopkins Ion Channel Center
KCNQ2 block: KCNQ2 channel blockers in CHO-K1 cells – cell-based, FluxOR thallium flux, B-score, primary screen (AID 2156); B-score at 10 µM; 20 min; active compounds read low; O88943; hit rate 1.1% among 310,000;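 active = fluorescence ratio B-score at most minus 3 library SDs, with starting brightness B-score within 2 library SDs, cut at about -5.5 in these data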
Kir21 block: blocks the mouse Kir2.1 inward-rectifier potassium channel; P35561; HEK293-Kir2.1, FluxOR thallium flux fluorescence; active compounds read low; B-score at 10 µM; hit rate 0.85% among 310,000; AID 1672;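 active = fluorescence ratio B-score at or below minus 3 SD of library scores, with starting-brightness B-score within 2 SD, cut at about -4.2 in these data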;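 also: channel flux triggered by added potassium and thallium sulfate stimulus; B-score of peak minus minimum fluorescence over baseline after thallium stimulus; more negative B-score means stronger Kir2.1 block with less thallium influx; some compounds called inactive have numbers as strong as hits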
Target sequence (P35561 whole entry, looked up): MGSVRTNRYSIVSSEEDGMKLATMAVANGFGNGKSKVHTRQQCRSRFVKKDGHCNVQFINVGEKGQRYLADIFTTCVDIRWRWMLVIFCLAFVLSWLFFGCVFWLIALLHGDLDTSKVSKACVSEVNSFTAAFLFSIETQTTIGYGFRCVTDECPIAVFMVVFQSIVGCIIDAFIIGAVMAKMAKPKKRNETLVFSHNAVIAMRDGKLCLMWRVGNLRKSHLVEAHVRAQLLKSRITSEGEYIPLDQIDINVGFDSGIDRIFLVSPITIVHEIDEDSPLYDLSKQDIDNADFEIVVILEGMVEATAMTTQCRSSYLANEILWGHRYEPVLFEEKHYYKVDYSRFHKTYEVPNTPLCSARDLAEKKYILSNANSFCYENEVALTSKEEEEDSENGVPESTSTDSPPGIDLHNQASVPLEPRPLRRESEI
* = called active by the depositor; i = inactive.

SMILES	KCNQ2 block	Kir21 block
Cc1ccc(NC(=O)c2noc(C(C)C)c2[N+](=O)[O-])cc1	i	-1.7
COC(=O)c1cccc(NC(=O)Cc2coc3cc(OC)ccc23)c1	i	-0.35
CCOc1cc(C2C3=C(CCCC3=O)NC3=C2C(=O)CCC3)cc(Cl)c1O	i	-0.23
Oc1ccc2ccccc2c1C=Nc1ccc(N2CCOCC2)cc1	i	1.2
C=CCn1c(=O)/c(=C2/SC(C)=C(C)N2CC)s/c1=C1/C(=O)N(CC)C(=S)N1c1ccccc1	i	0.75
O=C(O)CCN1C(=O)c2ccc(NC(=O)COc3ccccc3)cc2C1=O	i	0.81
N#CC1=C(N)Oc2nc(-c3ccccc3)[nH]c2C1c1cccnc1 (stereo unspecified)	i	0.91
O=C(c1[nH]nc2c1CCc1ccccc1-2)N1CCN(Cc2ccc3c(c2)OCO3)CC1	i	-0.86
N#C/C(=C\c1ccc(N2CCOCC2)o1)C(=O)NC1CCCCC1	i	-6.6
CCn1c(SCC(=O)N/N=C\c2ccccc2OCC(=O)O)nnc1-c1ccc(Cl)cc1	i	0.33
CC(NC(=O)Cc1ccccc1)c1nc2ccccc2[nH]1 (stereo unspecified)	i	-0.16
COc1ccc2c(c1)CCc1cn3ncc(C#N)c3nc1-2	i	-1.5
CC(=O)NC1C(=O)N=C(SCC(=O)Nc2c(C)cccc2C)NC1=O (stereo unspecified)	i	-0.99
CN(C)CCN(CC1CCCN(Cc2ccccc2F)C1)C(=O)c1ccc(F)cc1 (stereo unspecified)	i	-0.75
CCCN(CC(=O)Nc1ccc(F)c(F)c1F)C(=O)c1ccc(=O)n(Cc2ccccc2)n1	i	-0.97
Cn1ncc(C#N)c1NC(=O)C1CC(c2ccc(Cl)cc2)=NO1 (stereo unspecified)	i	-0.35
Cc1ccccc1OCC(=O)Nc1cccc(S(=O)(=O)NC2=NCCCCC2)c1	i	-2.8
O=[N+]([O-])c1ccccc1N(CC1CO1)S(=O)(=O)c1ccccc1 (stereo unspecified)	i	-1
COc1cc(=O)[nH]c(SC(C)C(=O)Nc2cccc3ccccc23)n1 (stereo unspecified)	i	0.88
Cc1ccccc1C(=O)N1CCc2cc(-c3nc(NC(=O)Cc4ccc5c(c4)OCO5)sc3C)ccc21	i	1
COc1ccc([N+](=O)[O-])cc1N(CC(=O)N(C)C)S(C)(=O)=O	i	0.06
CC1CCCCN1C(=O)C(Cc1ccccc1)N1C(=O)C2CCCCC2C1=O (stereo unspecified)	i	-0.78
Cc1nn(C(=O)N(C)C)c(C)c1CN1C(=O)c2ccccc2C1=O	i	0.18
Cc1nc2ccc(NC(=O)Cc3c(F)cccc3Cl)cc2s1	i	-0.19

Some of the entries so far, with two lines to a compound:
Every second line gives: KCNQ2 block | Kir21 block
- CCCN(CC(=O)Nc1ccc(F)c(F)c1F)C(=O)c1ccc(=O)n(Cc2ccccc2)n1
 : i | -0.97
- Cn1ncc(C#N)c1NC(=O)C1CC(c2ccc(Cl)cc2)=NO1 (stereo unspecified)
 : i | -0.35

Returning to the listing, starting 6 compounds before the break.
SMILES	KCNQ2 block	Kir21 block
COc1cc(=O)[nH]c(SC(C)C(=O)Nc2cccc3ccccc23)n1 (stereo unspecified)	i	0.88
Cc1ccccc1C(=O)N1CCc2cc(-c3nc(NC(=O)Cc4ccc5c(c4)OCO5)sc3C)ccc21	i	1
COc1ccc([N+](=O)[O-])cc1N(CC(=O)N(C)C)S(C)(=O)=O	i	0.06
CC1CCCCN1C(=O)C(Cc1ccccc1)N1C(=O)C2CCCCC2C1=O (stereo unspecified)	i	-0.78
Cc1nn(C(=O)N(C)C)c(C)c1CN1C(=O)c2ccccc2C1=O	i	0.18
Cc1nc2ccc(NC(=O)Cc3c(F)cccc3Cl)cc2s1	i	-0.19
O=C(COC(=O)c1ccccc1)NC1CCCC1	i	-0.33
COc1ccc(CCN(CC(=O)NC(C)(C)C)C(=O)Cn2nnc(-c3ccc(C)o3)n2)cc1OC	i	0.25
COc1cccc(NC(=O)CCCOc2cc(=O)n(C)c3ccccc23)c1	i	1.6
O=C1CCCc2nc3c(cc21)C(O)Oc1c-3ccc2ccccc12 (stereo unspecified)	i	-0.65
CCOC(=O)c1c(NC(=O)c2c(C)noc2C)sc2c1CCCCC2	i	0.03
COc1ccc(CNCCCSc2ncccn2)c(OC)c1	i	0.4
O=C(CSc1nc(-c2ccccc2)nc2c1Cc1ccccc1O2)Nc1ccccc1	i	-0.29
C[N+]1(CCNC(=O)/C=N/O)CCCCC1	i	-0.29
COc1ccc(N2CCN(CCNC(=O)c3ccc4nc5ccccc5c(=O)n4c3)CC2)cc1	i	1
O=C(COc1ccccc1)Nc1ccncc1	i	0.19
O=C(NC1CC1)C1=C[C@@H](c2ccccc2)C[C@@H](OCc2ccc(CO)cc2)O1	i	-2.5
Cc1nn(Cc2ccccc2)c(C)c1C(=O)Nc1ccc(N2CCOCC2)cc1	i	-0.24

Profiles as entered above.
Profile of O=C(COC(=O)c1ccccc1)NC1CCCC1 : KCNQ2 block: i; Kir21 block: -0.33
Profile of O=C1CCCc2nc3c(cc21)C(O)Oc1c-3ccc2ccccc12 (stereo unspecified) : KCNQ2 block: i; Kir21 block: -0.65

The results go on:
SMILES	KCNQ2 block	Kir21 block
CC(C)(C)C(=O)NC(Nc1cccc2cccnc12)C(Cl)(Cl)Cl (stereo unspecified)	i	-0.09
[O-][n+]1ccccc1SC/C=C/c1ccccc1	i	0.63
Cc1cc(Nc2cc(Cl)cc(Cl)c2)nc(N)n1	i	-1.9
CCN=C1NN=C(c2c[nH]c3ccccc23)CS1	i	-0.52
C=CCn1c(SCC(=C)C)nc2c1c(=O)[nH]c(=O)n2C	i	-2
C(=N\n1cnnc1)/C1CCCCC1	i	1.4
COc1cccc(Nc2nc(N)c([N+](=O)[O-])c(N3CCOCC3)n2)c1	i	0.7
CCCCC1CC1C(=O)Nc1ncc2c(n1)CC(C)(C)CC2=O (stereo unspecified)	i	-0.27
O=C(O)CN1C(=O)/C(=C/c2ccc(N3CCCCC3)o2)SC1=S	i	-0.57
O=C(Nc1nccs1)C1C2/C=C\CCCCC21 (stereo unspecified)	i	-0.61
O=C(CN1C(=O)COc2ccccc21)NCCCN1CCOCC1	i	0.27
O=C(Nc1ccc(Cl)c(C(F)(F)F)c1)NC1CC2CCCC(C1)N2Cc1ccccc1 (stereo unspecified)	i	1.1
COCCNC(=O)c1ccc(CN2CCOCC2)cc1	i	0.25
COc1cc(C(CC(=O)Nc2cccc(C)n2)N2Cc3ccccc3C2=O)cc(OC)c1OC (stereo unspecified)	i	1.8
O=C(Nc1cccnc1)c1noc2c1CCCCC2	i	-0.02
COc1ccc(-c2cc(C)no2)cc1S(=O)(=O)NCCCN(C)Cc1ccccc1	i	-2.3
Cc1cccc(C(=O)Nc2sc3c(c2C#N)CCCCC3)c1	i	2.2
CS(=O)(=O)c1ccc(-n2c(=O)n(Cc3ccccc3)c(=O)c3[nH]cnc32)cc1	i	1
OC(CNCc1ccc(-c2ccccc2)cc1)c1ccccc1 (stereo unspecified)	i	-0.06
CCOC(=O)c1ccc(N2C(=O)CC(N3CCCC(C)C3)C2=O)cc1 (stereo unspecified)	i	0.2
O=C(CNC(=O)c1cccs1)N/N=C/c1c(F)cccc1Cl	i	0.14
CCOc1ccc(NC(=S)N2CCC(C(N)=O)CC2)cc1	i	0.72
Nc1ccccc1C(=O)NNc1ncc(C(F)(F)F)cc1Cl	i	0.25
O=C(CNC(=O)c1cccs1)OCC(=O)c1cccs1	i	-1.8
Cn1c(SCC(=O)NC2CC2)nnc1-c1ccccc1	i	1.6
Fc1ccc(N2CCN(Cc3nnc(-c4ccccc4)o3)CC2)cc1	i	0.57
CC(C)C(NC(=O)c1ccccc1NC(=O)c1ccccc1)C(=O)NCCCn1ccnc1 (stereo unspecified)	i	-1.9
O=C(Nc1ccnn1C1CCN(C2CCCCC2)CC1)c1cccc(F)c1	i	0.8
CC(C)n1cc(C(=O)N2CCCC(N3CCN(c4cccc(Cl)c4)CC3)C2)cn1 (stereo unspecified)	i	-1
COc1cc(CNc2nnnn2C)ccc1OCc1ccc(F)cc1Cl	i	0.01
CC(=O)Nc1ccc(S(=O)(=O)NCC(=O)NC(C)c2ccc(S(N)(=O)=O)cc2)cc1 (stereo unspecified)	i	0
COc1ccccc1CNC(=O)C1CC(=O)N(C2CCCC2)C1 (stereo unspecified)	i	1
NC(=O)c1cc(S(=O)(=O)N2CCOCC2)ccc1N1CCCC1	i	-1.1
Cc1onc(-c2ccccc2)c1C(=O)N/N=C/c1cccs1	i	-0.1
COCCn1c(SCC(=O)Nc2cc(C)nn2-c2ccccc2)nnc1-c1ccncc1	i	1.4
CSc1nc(N)n(-c2cc(C(F)(F)F)ccn2)n1	i	-0.74
CCC(C)(C)NC(=O)C1c2ccccc2Oc2ccccc21	i	2.8
N#CC(C#N)=C1C=C2C=C(N3CCCCCC3)CCC2CC1 (stereo unspecified)	i	-14
Cc1ccccc1C(=O)OCCN(C)Cc1ccccc1	i	-4.1
O=C(c1ccc(Cl)c(S(=O)(=O)N2CCCCCC2)c1)N1CCCC1	i	-0.25
NC(=O)CN1C(=O)NC2(CCCc3ccccc32)C1=O (stereo unspecified)	i	1
O=C(c1ccccc1NS(=O)(=O)c1cccc2cccnc12)N1CCOCC1	i	-2
Cc1c(-c2ccc(Br)cc2)nc2ccccn12	i	0.09
COc1ccc(OC)c(C(=O)CSc2nnc(-c3cccs3)o2)c1	i	0.26
Cc1cc2nnc(SCC(=O)N(C)C3CCS(=O)(=O)C3)n2c2ccccc12 (stereo unspecified)	i	1.7
CCC1(CC)Cc2ccccc2C(Nc2c(C)n(C)n(-c3ccccc3)c2=O)=N1	i	0.72
CC(=O)c1cccc(NC(=O)CN2C(=O)c3cccnc3Oc3ccc(Cl)cc32)c1	i	-0.19
C=CCn1c(SCc2nc3cc(C(=O)OC)ccc3c(=O)[nH]2)nc2sc(CC)cc2c1=O	i	-0.51

Single values from above:
CC(=O)c1cccc(NC(=O)CN2C(=O)c3cccnc3Oc3ccc(Cl)cc32)c1 – Kir21 block = -0.19
CCC1(CC)Cc2ccccc2C(Nc2c(C)n(C)n(-c3ccccc3)c2=O)=N1 – Kir21 block = 0.72

(next part)
SMILES	KCNQ2 block	Kir21 block
Cc1ccc(C(=O)N/C(=C\c2ccco2)C(=O)NCCN2CCCCC2)cc1C	i	-0.25
O=C(/C=C/c1ccco1)Oc1cccc2cccnc12	i	0.45
COc1ccc(NC(=O)/C=C/c2cccc(Br)c2)cn1	i	-1.5
COc1cccc(CNC(=O)CSc2nnc3c(n2)[nH]c2ccc(OC)cc23)c1	i	0.25
O=C(c1ccccn1)N1N=C2/C(=C/c3ccccc3)CCCC2C1c1ccccc1 (stereo unspecified)	i	-0.65
Nc1ccc(Cc2ccccn2)cc1	i	0.03
COc1cccc(NC(=O)NC(C)C2CC3CCC2C3)c1 (stereo unspecified)	i	-0.04
CCCCOc1ccc(/C(O)=C2/C(=O)C(=O)N(CCCOC)C2c2ccncc2)cc1C (stereo unspecified)	i	-0.34
COc1ccc(C(CC(=O)O)N2Cc3ccccc3C2=O)cc1 (stereo unspecified)	i	0.04
Cc1ccc(C(=O)Nc2cccc(N(C)S(C)(=O)=O)c2)cc1S(=O)(=O)Nc1ccccc1	i	1.5
COCCn1nnnc1C(c1cccs1)N1CCN(c2cccc(C(F)(F)F)c2)CC1 (stereo unspecified)	i	0.33
CCOc1ccc(CC(=O)NNC(=S)NC2CCCCC2)cc1OCC	i	-1.3
COc1ccccc1C(=O)NCCCNC(=O)c1cccnc1	i	-0.51
CN(C)c1ccc(/C=N\NC(=O)c2ccc(Cn3cc(Cl)cn3)cc2)cc1	i	-1.4
Cc1ccccc1NC(=O)C1C2CC/C=C\CCC21 (stereo unspecified)	i	0.25
CNC(=S)NNc1nncc2ccccc12	i	-0.38
O=C(Nc1nnc(-c2ccccc2F)s1)C1CCN(S(=O)(=O)c2ccc(Cl)cc2)CC1	i	2.5
CCOC(=O)CCN(Cc1cccs1)S(=O)(=O)c1ccc(F)cc1	i	-2.5
CCCNC(=S)Nc1ccc(F)cc1F	i	0.55
O=C(NCCn1cccn1)C1CCC(=O)N(CCc2ccccc2)C1 (stereo unspecified)	i	0.06
O=C(O)/C=C/C(=O)NC1CCCCCCCCCCC1	i	0.39
Cc1sc2ncnc(N[C@@H](Cc3ccccc3)C(=O)O)c2c1C	i	0.51
Cc1ccc(C)c(N2CCN(c3nc4ccccc4c(=O)n3Cc3ccccc3)CC2)c1	i	1.6
Cc1cccnc1NC(=O)Cn1nc(C)c([N+](=O)[O-])c1C	i	0.98
COCCN(CC(=O)NCc1ccccc1)C(=O)CCC(=O)Nc1nccs1	i	-0.02
OC(CCN1CCCCC1)c1ccc(-c2ccccc2)cc1 (stereo unspecified)	i	-0.64
COc1ccc(CC(=O)NCc2nnc(SCC(=O)Nc3nccs3)n2-c2ccccc2)cc1	i	-1.1
O=C1CSc2ccc(C(=O)Nc3cccc(S(=O)(=O)Nc4ccc(Br)cc4)c3)cc2N1	i	-0.28
CCC1=C/C(=C/c2sc3ccccc3[n+]2CC)CC(C)(C)C1	i	1.1
CS(=O)(=O)c1ccc(Cl)c(NC(=O)COC(=O)c2c(Cl)cccc2Cl)c1	i	-0.45
CC(C)CC(=O)/C=C/n1c(=S)oc2ccccc21	i	2.4
CCNC(=O)NC(=O)C(C)OC(=O)c1cccn1C (stereo unspecified)	i	1.3
CCOC(=O)C1CCN(C2=C(NS(=O)(=O)c3ccc(Cl)cc3)C(=O)c3ccccc3C2=O)CC1	i	-0.25
CC(=O)Nc1ccc(Nc2ncnc3ccccc23)cc1	i	-1.3
O=C(CCC1CCCN(C(=O)c2ccc3c(c2)OCO3)C1)N1CCN(c2ccccn2)CC1 (stereo unspecified)	i	-0.35
CS(=O)(=O)Nc1ccc2c3c(cccc13)CC2	i	-1.1
